# Dyrk1A ADPGlo = blocks rat Dyrk1A kinase activity; Q63470; ADP-Glo luminescence, NFATc1 peptide; inhibition, % at 12.5 µM; 310,000 compounds, 0.43% hits; AID 504441; in the data active = inhibition above about 50%;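 note: plate controls were vehicle with enzyme for no effect and no enzyme for full effect; many of its hits are not listed in these tables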
# RGS4 block = inhibitors of human RGS4 | P49798 | HEK293 M3R/RGS4 inducible, Fluo-4 calcium flux; stronger effect = higher value; triggered by carbachol at its EC20 | AID 463165 | 310,000 compounds, 0.45% hits | B-score at 10 µM;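 active = B-score, a plate-corrected calcium signal, over three deviations above library mean, with baseline fluorescence within five deviations of library mean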;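 note: RGS4 expression induced by doxycycline in cells with stable M3 receptor; B-score is computed from the integrated fluorescence ratio over baseline after carbachol; higher B-score means a larger calcium signal and so more RGS4 inhibition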
# GSK3beta inhib = human GSK3beta kinase inhibition; P49841; GST-GSK3beta kinase, ADP-Glo luminescence, 60 min; stronger effect = lower value; activity score (negative = inhibition), % at 10 µM; 300,000 compounds, 0.038% hits;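 active = more than half of replicate wells score below -50%, meaning over 50% inhibition versus plate controls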;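 note: 0% = median DMSO wells and -100% = median GW8510 positive control wells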
#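 Test system: GST-fused GSK3beta enzyme, cell-free | Quantity: 1.6 ng GST-GSK3beta enzyme per well | Reagent: 25 µM ATP with peptide substrate | Schedule: 60 min enzyme reaction, room temperature | Signal: Luminescent ADP-Glo measurement of ADP formed | Read-out basis: Score relative to plate controls | Control set: DMSO and 20 µM GW8510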
# GSK3 alpha inh = human GSK-3 alpha kinase inhibition. inhibition, % at 10 µM. 320,000 compounds, 0.1% hits. ADP-Glo luminescence, 60 min. P49840. AID 2650;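 in the data active = inhibition above about 50%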;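 note: GST-tagged GSK-3 alpha with peptide substrate and 25 µM ATP; 0% = DMSO neutral wells and 100% = GW8510 positive control wells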
# RGS4 pot = potentiators or activators of RGS4; B-score at 10 µM; HEK293 M3R/inducible RGS4, carbachol calcium flux Fluo4; stronger effect = lower value; 310,000 compounds, 0.92% hits;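 active = B-score of the integrated calcium signal more than 4 SD below the library mean, with starting fluorescence not abnormally high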;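 note: negative B-score means reduced calcium response which marks RGS4 activation or potentiation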
#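 Assay system: HEK293 FlpIn-TREx cells, stable M3R, doxycycline-inducible RGS4 / Probe or stimulus: carbachol, ECmax concentration / Times: overnight RGS4 induction, 30 min dye load 37 °C, 20 min compound RT / Signal: kinetic calcium fluorescence imaging with Fluo4-AM dye, 2 µM / Measure: Agonist-evoked peak-minus-minimum fluorescence over baseline, integrated ratio, B score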
# KCNQ1 pot = human KCNQ1 channel potentiation or activation; CHO-K1 KCNQ1, thallium flux FluxOR fluorescence; stronger effect = higher value; AID 2648; P51787; 310,000 compounds, 0.35% hits; B-score at 10 µM;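 active = fluorescence ratio B-score, a plate-corrected score, at least three library SD, with initial intensity B-score within 5 SD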
#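 Schedule – 37 °C overnight plating, 90-min dark dye load, 20-min compound pretreatment · System – stable KCNQ1 CHO-K1 line · Probe or stimulus – thallium- and potassium-containing depolarizing buffer · Measured by – kinetic FluxOR fluorescence, 10 s baseline plus 110 s post-stimulus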
# KCNQ1 block = inhibitors of human KCNQ1 potassium channel; P51787; CHO-K1 KCNQ1, FluxOR thallium flux fluorescence; stronger effect = higher value; B-score at 10 µM; 310,000 compounds, 1.3% hits; AID 2642;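 active = compounds whose thallium flux B-score, printed positive for inhibition, exceeds three library SD while starting fluorescence stays within three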;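 note: channel opened by potassium depolarization with thallium stimulus after 20 min compound exposure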
# KCNK3 inh = human KCNK3 channel inhibition, primary screen. O14649. CHO-KCNK3 thallium flux, FluxOR fluorescence; stronger effect = lower value. B-score at 10 µM. 340,000 compounds, 0.84% hits;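 active = B-score under library mean minus 4 SD, starting fluorescence ratio at most library mean plus 5 SD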;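 note: more negative B-score means stronger inhibition of thallium flux through KCNK3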
# KCNK9 inh = blocks the human KCNK9 two-pore domain potassium channel | HEK293 KCNK9, FluxOR thallium flux fluorescence; stronger effect = lower value | 310,000 compounds, 1.2% hits | Q9NPC2 | B-score at 10 µM;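 active = ratio B-score over 3 SD below the library mean, with starting fluorescence within 5 SD of its mean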;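 note: negative B-score means less thallium flux so channel inhibition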
# PolyA inhibitor = inhibitors of polyadenylation in S. cerevisiae; S. cerevisiae SKY197-pL101 polyadenylation reporter, beta-gal luminescence; efflux-impaired pdr1/pdr3 knockout yeast; score 100 = 6 SD above DMSO; calls only at 12 µM; 300,000 compounds, 0.02% hits; AID 1875;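 active = lowest replicate activity score at least 50, where 100 means six control SD above control mean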;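 note: yeast exposed to compound for 9 h at 30 °C; higher score means more reporter readthrough which indicates perturbed polyadenylation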
# hERG rescue = compounds protecting human hERG from proarrhythmic drug block; Q12809; CHO-hERG, FluxOR thallium flux, dofetilide IC70 present; activation (rescue from dofetilide block), less the hit threshold, % at 10 µM; 310,000 compounds, 0.51% hits; AID 1511;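 active = activation above the mean of controls blocked by dofetilide plus 5 SD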;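 note: thallium influx through hERG after potassium depolarization seen as dye fluorescence rise; in these data hits start at about 4.7%; inactives centre near -7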
# Target sequence (Q12809 whole entry, looked up): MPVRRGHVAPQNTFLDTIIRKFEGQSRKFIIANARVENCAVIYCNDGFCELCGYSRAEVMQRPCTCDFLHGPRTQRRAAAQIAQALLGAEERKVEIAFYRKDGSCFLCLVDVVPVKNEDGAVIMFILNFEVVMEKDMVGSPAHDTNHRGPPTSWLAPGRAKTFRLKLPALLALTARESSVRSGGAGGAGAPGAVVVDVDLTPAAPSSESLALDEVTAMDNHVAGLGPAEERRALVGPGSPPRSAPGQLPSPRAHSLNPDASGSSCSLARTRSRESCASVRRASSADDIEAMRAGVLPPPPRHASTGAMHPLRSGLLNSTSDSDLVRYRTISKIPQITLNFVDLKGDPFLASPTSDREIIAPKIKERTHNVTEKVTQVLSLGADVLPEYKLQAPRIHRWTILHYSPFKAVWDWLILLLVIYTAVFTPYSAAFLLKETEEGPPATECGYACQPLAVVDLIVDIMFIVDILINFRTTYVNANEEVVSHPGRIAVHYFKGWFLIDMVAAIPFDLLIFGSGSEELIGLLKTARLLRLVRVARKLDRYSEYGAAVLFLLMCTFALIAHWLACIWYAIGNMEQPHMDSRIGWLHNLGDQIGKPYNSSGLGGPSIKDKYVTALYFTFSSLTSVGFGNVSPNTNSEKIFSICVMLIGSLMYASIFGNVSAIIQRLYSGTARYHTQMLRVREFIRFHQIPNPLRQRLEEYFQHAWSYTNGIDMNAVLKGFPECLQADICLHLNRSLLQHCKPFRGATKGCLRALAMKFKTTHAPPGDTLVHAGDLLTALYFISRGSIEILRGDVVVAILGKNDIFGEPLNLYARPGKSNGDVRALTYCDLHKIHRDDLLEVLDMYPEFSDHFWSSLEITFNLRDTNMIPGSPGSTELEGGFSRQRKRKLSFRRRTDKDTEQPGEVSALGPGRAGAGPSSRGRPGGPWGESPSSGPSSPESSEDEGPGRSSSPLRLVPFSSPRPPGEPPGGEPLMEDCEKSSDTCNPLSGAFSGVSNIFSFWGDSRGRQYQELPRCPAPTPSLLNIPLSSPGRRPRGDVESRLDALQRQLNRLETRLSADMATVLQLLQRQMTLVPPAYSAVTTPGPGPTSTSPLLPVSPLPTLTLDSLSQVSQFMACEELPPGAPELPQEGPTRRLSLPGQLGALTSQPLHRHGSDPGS
# An asterisk follows results filed as active; i = inactive; nt = not tested or not shown.
SMILES,Dyrk1A ADPGlo,RGS4 block,GSK3beta inhib,GSK3 alpha inh,RGS4 pot,KCNQ1 pot,KCNQ1 block,KCNK3 inh,KCNK9 inh,PolyA inhibitor,hERG rescue
CC(C)C(=O)Nc1nnc(SCC(=O)Nc2ccc3c(c2)OCCO3)s1,-1,i,2,-3,i,i,i,i,i,i,-7
CC1CCc2sc(C(=O)N/N=C/c3ccc([N+](=O)[O-])cc3)cc2C1 (configuration not stated),1,i,1,2,i,i,i,i,i,i,-2
CC(C)c1ccc(NC2CCCN(C(=O)CCN3CCCC3=O)C2)cc1 (configuration not stated),2,i,-1,0,i,i,i,i,i,i,-4
Cc1ccc(C(=O)O)cc1NC(=S)NC(=O)c1ccc(-c2ccc(Cl)cc2)o1,-1,i,1,-3,i,i,i,i,i,i,-6
CC1=CN2C(=N)/C(=C/c3cn(CCCOc4ccccc4C)c4ccccc34)C(=O)N=C2S1,-5,i,-1,-1,i,i,i,i,i,i,-3
Cc1cccc(C2C3=C(CCCC3=O)N=C3c4ccccc4C(=O)C32)c1 (configuration not stated),nt,i,-2,-2,i,i,i,i,i,i,-2
CCOC(=O)C1=C(O)/C(=C\c2ccc(CNS(=O)(=O)c3ccc(Br)cc3)o2)N=C1C,0,i,2,2,i,i,i,i,i,i,-8
CSc1sc(-c2ccnc(SCC(=O)C(C)(C)C)n2)c2c1C(=O)CC(C)(C)C2,nt,i,3,-1,i,i,i,i,i,i,-11
CCOC(=O)C1=C(Cn2cnc3ccccc32)NC(=O)NC1c1ccc(Cl)cc1 (configuration not stated),8,i,3,0,i,i,i,i,i,i,-14
Oc1ccc(Cl)cc1C1=NNC(c2cccs2)C1 (configuration not stated),8,i,-1,-2,i,20*,i,i,i,i,6.2*
Cc1cc2c(cc1C)N(CC(=O)N1CCCC1)C(=O)CC(c1ccccc1)=N2,21,i,0,0,i,i,i,i,i,i,-5
O=C(CN1CCC(O)(c2ccc(F)cc2)CC1)NCc1ccc(F)cc1,5,i,3,0,i,i,i,i,i,i,-1
C=CCNC(=S)NNC(=O)c1cc(-c2cccnc2)nc2ccccc12,4,i,-3,0,i,i,i,i,i,i,-15
NC(=O)c1cc(N2C(=O)C=CC2=O)ccc1Cl,2,i,3,-1,i,i,i,i,i,i,-8
COc1ccc(CNC(=S)NCc2ccc(OC)cc2)cc1,3,i,0,3,i,i,i,i,i,i,-8
CC(=O)Nc1cccc(Oc2nc(-c3ccccn3)nc3ccccc23)c1,3,i,-5,-1,i,i,i,i,i,i,1
O=c1oc2ccccc2cc1-c1csc(Cc2nc(-c3ccc(Cl)cc3)cs2)n1,-3,i,4,0,i,i,i,i,i,i,-12
N=C1C(c2nc3ccccc3s2)=C(O)CN1NC(=O)c1c[nH]c2ccccc12,-19,i,2,4,i,i,i,i,i,i,-1
O=Cc1ccc(-n2cc(C=O)c3ccccc32)cc1,nt,i,3,1,i,i,i,i,i,i,0
CCn1c(CNC(=O)COc2ccc(C(C)C)cc2)nnc1SCC(=O)Nc1cc(F)ccc1C,6,i,4,-1,i,i,i,i,i,i,-3
CNC(=O)[C@@H]1C[C@H]1[C@@H](NC(=O)CNC(=O)OCc1ccccc1)c1ccccc1,nt,i,2,1,i,i,i,nt,i,i,-3
CCc1cc(C(=O)N=Nc2c(O)[nH]c3ccc([N+](=O)[O-])cc23)c2ccccc2n1,8,i,-1,-1,i,i,i,i,i,i,-2
CCCN(CC(=O)Nc1c(C)cccc1CC)C(=O)SCC,-4,i,1,nt,i,i,i,i,i,i,-8
CCOc1ccc(NC(=O)C(c2ccccn2)N(C(=O)CCl)c2ccc(F)cc2)cc1 (configuration not stated),3,i,-3,0,i,i,i,i,i,i,-14
Cc1[nH]c2ccccc2c1/C=N/Nc1nc(N2CCCCC2)nc(N2CCCCC2)n1,3,11*,1,0,i,i,i,i,i,i,-10
O=C(CCCC(=O)OCC(F)(F)C(F)F)Nc1nccs1,-3,i,0,2,i,i,i,i,i,i,-4
O=C(C1CCCN(S(=O)(=O)c2cnc[nH]2)C1)N(CCc1ccccc1)Cc1ccccc1 (configuration not stated),-2,i,4,-5,i,i,i,i,i,i,-2
COc1ccc(-c2c(C#N)c(N)nc3c2CCCC3)cc1OC,6,i,2,0,i,i,i,i,i,i,-5
COc1ccc(O)c(/C=N/c2nc3ccccc3n2C)c1,4,i,-3,-1,i,i,i,i,i,i,-9
Cc1cc(Cn2ccnc2)c(C)cc1Cn1ccnc1,3,i,3,0,i,i,i,i,i,i,-10
COc1cc(NS(=O)(=O)c2ccc(Cl)cc2)c(C(=O)O)cc1OC,5,i,3,-4,i,i,i,i,i,i,-7
COCC1CCCCN1C(=O)c1ccc2oc(CCCc3ccccc3)nc2c1 (configuration not stated),1,i,1,-1,i,i,i,i,i,i,-11
CCOC(=O)c1ccc(NC(=O)COc2cc(=O)n(CC)c3ccccc23)cc1,-4,i,0,-3,i,i,i,i,i,i,-11
CC(C)CC(NC(=O)OC(C)(C)C)C(=O)NC(C(=O)N1CCCC1C(N)=O)C(C)C (configuration not stated),0,i,0,1,i,i,i,i,i,i,-6
Cc1cc(SCc2cc(=O)[nH]c3ccccc23)nc2ccccc12,0,i,2,-2,i,i,i,i,i,i,-9
N#Cc1c(-c2ccco2)cc(-c2ccccc2)[nH]c1=O,nt,i,0,12,i,i,i,i,i,i,-9
Cc1ccc(S(=O)(=O)C2(C(=O)NC3CCCCC3C)CC2)cc1 (configuration not stated),-2,i,2,3,i,i,i,i,i,i,-6
O=C1C2CC=C(Cl)CC2C(=O)N1CN(Cc1ccco1)CN1C(=O)C2CC=C(Cl)CC2C1=O (configuration not stated),-3,i,4,0,i,i,i,i,i,i,-6
CCc1n[nH]c(=S)n1/N=C/c1c[nH]c2ccc(Br)cc12,50*,i,0,-1,i,i,i,i,i,i,-12
Cc1ccc(C)c(OCC(=O)NNC(=O)c2ccc(NC(=O)C3CC3)cc2)c1,1,i,0,nt,i,i,i,i,i,nt,-9
CC1=NN(c2ccc(C)c(C)c2)C(=O)/C1=C/c1ccc2c(c1)n(C)c(=O)n2C,-2,i,2,1,i,i,i,i,i,i,-10
Cc1ccc(-n2ncc3c2CCCC3NC(=O)CCc2cnn(C)c2)cc1C (configuration not stated),-10,i,1,-3,i,i,i,i,i,i,-7
COCCNC(=O)CN(C(=O)Cn1nnc2ccccc21)c1cccc(C)c1C,-5,i,4,-1,i,i,i,i,i,i,-8
Cc1onc(-c2ccccc2Cl)c1C(=O)OCC(=O)N1CCCc2ccccc21,-1,i,1,-1,i,i,i,i,i,i,-10
O=S1(=O)CCC(NC(=S)NCCNC(=S)NC2CCS(=O)(=O)C2)C1 (configuration not stated),-2,i,-4,1,i,i,i,i,i,i,-5
CCOC(=O)C(C)N1C(=O)S/C(=C\c2ccc(-c3ccccc3C(=O)O)o2)C1=O (configuration not stated),-1,i,0,-1,i,i,i,i,i,i,-5
O=C(NCc1ccccc1)C1=C[C@@H](c2ccc3c(c2)OCO3)C[C@@H](OCc2ccc(CO)cc2)O1,0,i,2,2,i,i,i,i,i,i,-11
O=c1oc(-c2ccccc2NS(=O)(=O)c2ccc3ccccc3c2)nc2ccccc12,0,i,1,-3,i,i,i,i,i,i,-12
COc1ccc(C(=O)NCc2nnc(SCC(=O)Nc3cccc(C(F)(F)F)c3)o2)cc1OC,6,i,-2,1,i,i,i,i,i,i,-6
CCOC(=O)/C(C#N)=C/c1cn(CCC(=O)O)nc1-c1ccccc1,-1,i,1,0,i,i,i,i,i,i,-6
Cc1onc(-c2ccccc2)c1C(=O)Nc1ncc([N+](=O)[O-])s1,4,i,0,-3,i,i,i,i,i,i,-10
COc1ccc(S(=O)(=O)N2CCC(NC(=O)C(Cc3cccc(OC)c3OC)NC(C)=O)CC2)cc1 (configuration not stated),3,i,-1,0,i,i,i,i,i,i,-2
Cc1cc(C)nc(SCc2ccc(C(=O)N/N=C/C3CCCCC3)cc2)n1,3,i,-1,1,i,i,i,i,i,i,-23
CN1CCN(C(c2ccc(F)cc2)c2nnnn2Cc2cccs2)CC1 (configuration not stated),-2,i,3,8,i,i,i,i,i,i,-10
O=C(NC(=S)NNC(=O)c1cccs1)c1ccccc1,2,i,1,1,i,i,6*,i,i,i,-12
NC1=NC(=O)/C(=C/c2cc(Br)c(O)c(Br)c2)S1,27,i,-4,8,i,i,i,i,i,i,-10
CC1CCN(CCNC(=O)C2CCCN(S(=O)(=O)c3cccc4nonc34)C2)CC1 (configuration not stated),-1,i,-1,-2,i,i,i,i,i,i,-10
O=C(Nc1cccc([N+](=O)[O-])c1)N1CCc2ccccc2C1,-4,i,-1,-2,i,i,7*,i,i,i,-20
CCOc1cc(/C=C2\NC(=S)N(c3c(C)n(C)n(-c4ccccc4)c3=O)C2=O)ccc1O,-2,i,0,-3,i,i,i,i,i,i,-6
CC(C)N(O)C(=O)NC(C)(C)C,-6,i,0,-3,i,i,i,i,i,i,-4

# (more compounds)
SMILES,Dyrk1A ADPGlo,RGS4 block,GSK3beta inhib,GSK3 alpha inh,RGS4 pot,KCNQ1 pot,KCNQ1 block,KCNK3 inh,KCNK9 inh,PolyA inhibitor,hERG rescue
CCN(CC)CCCNc1nc(N)c([N+](=O)[O-])c(N2CCCCCC2)n1,11,i,-16,54*,i,i,i,i,i,i,-4
Nc1ccc(NC2C[C@@H](C(=O)O)NC2=O)cc1 (some centres not stated),25,i,2,3,i,i,i,i,i,i,-2
CC(=O)NC1=C(NC2CCS(=O)(=O)C2)C(=O)c2ccccc2C1=O (configuration not stated),4,i,-1,2,i,12*,i,i,i,i,3
O=C(/C=C/c1cccc(C(F)(F)F)c1)N1CCN(c2ccccn2)CC1,-6,i,-2,0,i,i,i,i,i,i,-8

# Source: PubChem (several laboratories)

# A portion of the library; count on the stated rates, not on these rows.
